IMPase Li cell: membrane-permeable IMPase blocker, potentiated with lithium. Potency, µM (series often up to 59.4 µM), for the others: at the highest dose activity, negative = IMPase inhibition, usual class: inhibitors. actives 0.35% (n = 210,000). CHO-M1 cells, IP1 TR-FRET (IP-One), carbachol + lithium. AID 1457;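 also: IP1 builds up when IMPase is blocked and the TR-FRET signal falls; potency is read from the fitted curve at half-maximal effect; plate controls were basal vehicle for no effect and high inhibitor control for full effect; nearly all actives have a fitted effect of over 50% in size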
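Readout is a homogeneous TR-FRET IP1 immunoassay (Ex 320, Em 665 and 620), where raised cytosolic IP1 lowers signal. Cells were CHO-M1 treated 30 min at 37C with test compounds plus a little lithium; AC50 values came from Hill-equation fitting.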
CBFb RUNX1 block: CBF-beta/RUNX1 interaction disruption | Potency, µM (top dose mostly 59.8 µM), inactives show at the highest dose activity, negative = inhibition, usual class: inhibitors | 230,000 tested, under 10 active | Q01196+Q13951 | AlphaScreen CBFb-His/RUNX1-biotin binding, biochemical; also: % of control where 0% means no effect
Target sequence (Q01196 whole entry, looked up): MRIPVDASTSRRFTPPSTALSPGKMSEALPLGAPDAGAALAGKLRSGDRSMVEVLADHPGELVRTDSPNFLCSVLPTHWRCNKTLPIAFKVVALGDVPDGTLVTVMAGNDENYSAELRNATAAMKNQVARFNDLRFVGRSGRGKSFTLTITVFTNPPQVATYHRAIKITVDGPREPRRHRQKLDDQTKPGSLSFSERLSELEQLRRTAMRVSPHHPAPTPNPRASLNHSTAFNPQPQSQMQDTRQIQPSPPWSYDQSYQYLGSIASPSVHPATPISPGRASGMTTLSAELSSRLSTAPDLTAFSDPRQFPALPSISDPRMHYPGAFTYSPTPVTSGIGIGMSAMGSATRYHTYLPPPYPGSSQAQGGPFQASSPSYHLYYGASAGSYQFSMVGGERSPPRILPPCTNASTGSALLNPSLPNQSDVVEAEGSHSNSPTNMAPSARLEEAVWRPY
Target sequence (Q13951 whole entry, looked up): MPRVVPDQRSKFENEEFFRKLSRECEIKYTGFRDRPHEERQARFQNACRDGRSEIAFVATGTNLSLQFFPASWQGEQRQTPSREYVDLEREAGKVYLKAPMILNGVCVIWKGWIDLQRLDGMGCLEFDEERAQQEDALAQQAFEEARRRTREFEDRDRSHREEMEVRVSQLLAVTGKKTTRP
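Proteins preincubated together for 20 min at RT before compound addition; 15 min later, nickel and streptavidin beads were added and left 90 min prior to AlphaScreen measurement.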
NPSR antag: blocks cAMP signaling of the human neuropeptide S receptor; AID 1461; Potency, µM (titrated, usually from 38.3 µM), for the others: top-dose activity change, negative = inhibition, hits mostly inhibitors; actives 1% (n = 220,000); Q6W5P4; CHO-NPSR cells, cAMP TR-FRET, antagonist mode; also: potency is read from the fitted curve at half-maximal effect; % is scaled to controls: 0 for no effect and ±100 for the full control effect; nearly all actives have a fitted effect of over 50% in size; many of its hits are not listed in these tables
Target sequence (Q6W5P4 whole entry, looked up): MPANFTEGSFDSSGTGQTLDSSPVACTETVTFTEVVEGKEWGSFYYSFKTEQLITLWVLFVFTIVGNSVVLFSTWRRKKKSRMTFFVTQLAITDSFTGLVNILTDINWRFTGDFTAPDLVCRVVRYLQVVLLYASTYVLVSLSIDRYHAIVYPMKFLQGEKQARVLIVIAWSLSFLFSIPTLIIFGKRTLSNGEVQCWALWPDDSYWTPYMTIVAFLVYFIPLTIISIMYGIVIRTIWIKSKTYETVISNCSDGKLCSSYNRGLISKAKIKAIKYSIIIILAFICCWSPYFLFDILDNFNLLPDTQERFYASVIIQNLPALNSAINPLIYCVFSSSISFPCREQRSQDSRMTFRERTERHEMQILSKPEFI
HTT aggregate: inhibitors of mutant huntingtin aggregate formation in PC12 cells; AID 1688; Potency, µM (titrated, usually from 46.1 µM), for inactives: top-dose activity change, negative = inhibition, most hits filed as inhibitors; actives 1.1% (n = 220,000); PC12 HttQ103-GFP aggregates, Acumen cytometry, 40 h; also: potency is read from the fitted curve at half-maximal effect; % is scaled to controls: 0 for no effect and ±100 for the full control effect; nearly all actives have a fitted effect of over 60% in size
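Compounds (qHTS titration) were added to PC12 cells expressing an ecdysone-driven HTT exon 1 Q103–GFP fusion after induction with 100 nM tebufenozide. Aggregate formation was measured as GFP objects in cell lysates.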
Epigenetic reg: derepresses silenced GFP reporter in murine cells. Potency, µM (doses to about 53.9 µM), for inactives: at the top dose GFP activation, usual class: activators. murine LDR cells, GFP reporter derepression, 30 h. actives 0.2% (n = 280,000); also: potency is read from the fitted curve at half-maximal effect; % of control where 0% means no effect; nearly all actives have a fitted effect of over 60% in size
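GFP-positive cell count by laser-scanning cytometry (objects 20–120 um) after 30 h, 37 C compound exposure of murine LDR cells; reporter is CMV-GFP integrated at a silenced locus, inducible by HDAC or DNMT inhibitors.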
KinaseGlo FLuc: counter-screen: inhibitors of Kinase-Glo firefly luciferase; Kinase-Glo luciferase, ATP luminescence, 8 min; Potency, µM (doses to about 38.3 µM), for the others: top-dose activity change, negative = inhibition, hits mostly inhibitors; actives 0.28% (n = 200,000); Q27757; also: potency is read from the fitted curve at half-maximal effect; % is scaled to controls: 0 for no effect and ±100 for the full control effect; nearly all actives have a fitted effect of over 60% in size
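Luminescence was the read-out, taken after 8-minute incubation at ambient temperature. Luciferase turned over luciferin with 10 uM ATP in imidazole pH 7.2 buffer containing KCl, MgCl2, Tween 20 and BSA.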
L3MBTL1 block: blocks human L3MBTL1. Q9Y468. AlphaScreen L3MBTL1–H3K9me1 peptide binding. Potency, µM (highest dose often 57.1 µM), inactives show at the top dose activity, negative = inhibition, hits mostly inhibitors. actives 0.66% (n = 230,000); also: potency is read from the fitted curve at half-maximal effect; % is scaled to controls: 0 for no effect and ±100 for the full control effect; nearly all actives have a fitted effect of over 60% in size
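AlphaScreen proximity signal between nickel-chelate acceptor and streptavidin donor beads (final 10 ug/mL) reports binding of 50 nM L3MBTL1 to 75 nM biotin-H3 K9me1 peptide; complex incubated with compounds 30 min at room temperature; cefsulodin titration as control.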
* = called active by the depositor; ? = inconclusive; · = not tested or not shown; & = joins results of further samples; [ ] = remark or other dose. Calls follow the shape of the dose curve; as a rule, active = well fitted curve in the direction sought with a large enough effect; inconclusive = small, poorly fitted or top-dose-only effect, or another doubt; inactive = no such curve, though single readings can be large; an effect the other way counts as inactive or inconclusive. The list is partial; rates above refer to the full screens.

[1] CCCCCC(=O)C(=O)c1ccc(O)cc1O
[2] COc1ccccc1OCCC(=O)OCC(=O)Nc1cc(S(=O)(=O)N2CCOCC2)ccc1Cl
[3] Cc1cc(/C(N)=N/OC(=O)c2ccccc2Cl)no1
[4] COc1ccc(Cc2nnc(NS(=O)(=O)Cc3ccccc3)s2)cc1
[5] O=[N+]([O-])c1ccc(Cl)c(S(=O)(=O)/N=C(/c2ccccc2)N2CCOCC2)c1
[6] c1csc(-c2nn[nH]n2)c1
[7] O=C(Cc1cccs1)N1CCN(S(=O)(=O)c2ccc(Br)cc2)CC1
[8] COc1ccccc1N1CCN(C(=O)C2C3C=CC4(CN(Cc5ccccc5Cl)C(=O)C24)O3)CC1 (stereo unspecified)
entry no.,1,2,3,4,5,6,7,8
IMPase Li cell,·,0%,·,21%[38.3 µM],0%,22%[38.3 µM],0%,14%[38.3 µM]
CBFb RUNX1 block,6%,-6%,12%,1%,4%,8%,-5%,-3%
NPSR antag,24%,0%,-10%,-13%[46.1 µM],1%,-5%[46.1 µM],-11%,-7%[46.1 µM]
HTT aggregate,1%[9.22 µM],-7%,-4%[9.22 µM],-18%,5%,-14%,16%,23%
Epigenetic reg,0.2%,-0.2%,3.8%,-1.0%,5.4%,1.0%,-1.0%,0.0%
KinaseGlo FLuc,·,-4%,·,0%,1%,1%,2%,1%
L3MBTL1 block,·,4%,9%,·,·,·,-11%,4%

[9] O=C(NC1CCCCC1)c1ccc(Cn2cc(Br)cn2)o1
[10] CCNC(=S)NCc1ccco1
[11] O=c1ccc(-c2nc3ccccc3n2Cc2ccccc2Cl)c[nH]1
[12] COc1ccc(CC(=O)Nc2ccc(N3CCCCC3)cc2)cc1
[13] CC(=O)Nc1cccc2c1C(=O)N(c1cccc(OC(C)=O)c1)C2=O
[14] CCCc1ccc(C2C3=C(CC(C)(C)CC3=O)NC3=C2C(=O)c2ccccc23)cc1 (stereo unspecified)
[15] O=C(NCc1ccc(F)cc1)c1cccc(S(=O)(=O)N2CCCC2)c1
[16] CCN(CCCNC(=O)CCn1c(=O)[nH]c2ccccc2c1=O)c1cccc(C)c1
entry no.,9,10,11,12,13,14,15,16
IMPase Li cell,7%[38.3 µM],-6%,8%,10%,12%,19%[38.3 µM],-12%[38.3 µM],-4%[38.3 µM]
CBFb RUNX1 block,0%,10%,8%,-31%,24%,?,7%,2%
NPSR antag,-15%[46.1 µM],14%,-14%,-3%,-5%,?,-6%[46.1 µM],-4%[46.1 µM]
HTT aggregate,-18%,8%,9%,10%,-5%,?,1%,0%
Epigenetic reg,-0.2%,1.1%,1.5%,-2.7%,-1.9%,-1.1%,-0.8%,-1.1%
KinaseGlo FLuc,-2%,1%,4%,2%,0%,-5%,-3%,-2%
L3MBTL1 block,·,2%,-6%,-29%,-4%,-29%,-5%,-4%

[17] O=C(O)CC1S/C(=N/N=C/C2CC=CCC2)NC1=O (stereo unspecified)
[18] CCc1nnc(NC(=O)CCC(=O)NC2CCCc3ccccc32)s1 (stereo unspecified)
[19] O=S(=O)(c1ccc(Cl)c(Cl)c1)N1CCc2nc3ccccc3n2CC1
[20] CC(C)CC(=O)Nc1cc([N+](=O)[O-])ccc1Cl
[21] C=CCOc1ccccc1CN1CCC(CO)(CCOc2ccccc2)CC1
[22] O=C(Nc1ccc2c(c1)OCCO2)C1CCN(C(=O)c2ccc([N+](=O)[O-])cc2)CC1
[23] Cc1ccc(N(C(=O)CCC(=O)Nc2cc(C)on2)C(C(=O)NC2CCCC2)c2ccncc2)cc1 (stereo unspecified)
[24] Cc1ccc(S(=O)(=O)/C(C#N)=C/c2c(N3CCN(C)CC3)nc3ccccn3c2=O)cc1
entry no.,17,18,19,20,21,22,23,24
IMPase Li cell,1%,-4%,-2%,3%[38.3 µM],·,15%,-1%[38.3 µM],4%[38.3 µM]
CBFb RUNX1 block,2%,23%,-7%,5%,18%,-3%,4%,1%
NPSR antag,4%,10%,-11%[46.1 µM],6%[46.1 µM],32%,-2%,-7%[46.1 µM],-1%[7.67 µM]
HTT aggregate,9%[9.22 µM],12%,-2%,0%,-1%,8%,5%,-17%
Epigenetic reg,0.3%,0.0%,-0.9%,-1.0%,-8.5%,-3.2%,2.0%,-2.8%
KinaseGlo FLuc,-3%,0%,4%,-2%,·,6%,-1%,-1%
L3MBTL1 block,-1%,17%,-2%,3%,1%,-11%,2%,-6%

Random excerpt: three entries already listed.
[9] O=C(NC1CCCCC1)c1ccc(Cn2cc(Br)cn2)o1
[8] COc1ccccc1N1CCN(C(=O)C2C3C=CC4(CN(Cc5ccccc5Cl)C(=O)C24)O3)CC1 (stereo unspecified)
[21] C=CCOc1ccccc1CN1CCC(CO)(CCOc2ccccc2)CC1
entry no.,9,8,21
IMPase Li cell,7%[38.3 µM],14%[38.3 µM],·
CBFb RUNX1 block,0%,-3%,18%
NPSR antag,-15%[46.1 µM],-7%[46.1 µM],32%
HTT aggregate,-18%,23%,-1%
Epigenetic reg,-0.2%,0.0%,-8.5%
KinaseGlo FLuc,-2%,1%,·
L3MBTL1 block,·,4%,1%

Remaining list, next part.
[25] c1ccc(-n2ncc3c(N4CCN(c5ccccn5)CC4)nc(N4CCCCCC4)nc32)cc1
[26] CO/N=C/c1ccc(OC)c(Oc2nc(OC)cc(OC)n2)c1
[27] CC1CN(CC(=O)Nc2cccc(C(=O)Nc3cccc(C(F)(F)F)c3)c2)CC(C)O1 (stereo unspecified)
[28] COc1ccc(CNC(=O)Cn2ncn3cccc3c2=O)cc1
[29] COc1ccc2oc(-c3ccco3)cc(=O)c2c1
[30] COc1ccc(CNCCCO)cc1OC
[31] COc1cccc(Nc2c(F)c(F)c(F)c(F)c2C(=O)O)c1
[32] COc1ccc(S(=O)(=O)N2CCCC2C(=O)Nn2cnnc2)cc1 (stereo unspecified)
entry no.,25,26,27,28,29,30,31,32
IMPase Li cell,-6%[38.3 µM],1%,33%[38.3 µM],1%,-5%,7%,28%[38.3 µM],16%[38.3 µM]
CBFb RUNX1 block,0%,-2%,1%,0%,17%,0%,0%,11%
NPSR antag,12%[46.1 µM],0%,-14%[46.1 µM],20%,-16%,10%,-9%[46.1 µM],-1%[46.1 µM]
HTT aggregate,0%,21%,-1%,5%,22%,7%,-11%,-15%
Epigenetic reg,0.0%,1.1%,5.2%,-2.6%,-3.9%,-1.0%,-2.0%,-1.1%
KinaseGlo FLuc,-1%,1%,-6%,-11%,?,-1%,1%,1%
L3MBTL1 block,0%,·,·,31%[activator],35%[activator][11.4 µM],8%[11.4 µM],-5%,·

[33] COc1ccc(/C=N/N2C(=O)C3C4C=CC(CC4)C3C2=O)c(OC)c1 (stereo unspecified)
[34] COc1ccc(S(N)(=O)=O)cc1C(=O)N1CCCC1
[35] Cc1ccc(CSc2nnc(Cn3c(=O)sc4ccccc43)n2C)cc1
[36] CCc1c(O)nc(SCC(=O)Nc2ccc(OC)cc2)n(C2CCCCC2)c1=O
[37] CC(C)c1nc(N2CCOCC2)c(C#N)c2c1CCCC2
[38] CCN(CC)S(=O)(=O)c1cc(NC(=O)Cc2n[nH]c(=O)c3ccccc23)ccc1C
[39] Cc1cc(C)n(-c2nncc(-c3ccccc3)n2)n1
[40] O=C(CNC(=O)c1ccccc1)NC1(C(=O)NC2CCCCC2)CCCCC1
entry no.,33,34,35,36,37,38,39,40
IMPase Li cell,12%,-5%,8%,6%,45%[activator][38.3 µM],·,5%[38.3 µM],-5%
CBFb RUNX1 block,12%,-1%,-4%,7%,14%,0%,1%,1%
NPSR antag,12%,7%,5%[46.1 µM],-14%[46.1 µM],?,-4%,-12%[46.1 µM],7%
HTT aggregate,24%,1%[9.22 µM],-8%,-8%,?,26%[9.22 µM],7%,-1%
Epigenetic reg,-2.8%,-0.7%[10.1 µM],-1.0%,1.8%,-0.9%,1.6%,-0.7%,-1.1%
KinaseGlo FLuc,-1%,-1%,1%,-3%,-2%,·,?,1%
L3MBTL1 block,7%,6%,29%,-8%,23%,6%,?,-5%

[41] O=C(NC(=O)c1ccccc1)OCC1CCCN2CCCCC12 (stereo unspecified)
[42] O=C(CSc1nc(O)c(C2CCCCC2)c(=O)[nH]1)NCC1CCCO1 (stereo unspecified)
[43] O=C(Oc1cccc(NC(=O)c2cccs2)c1)c1cccc(S(=O)(=O)N2CCCC2)c1
[44] CC(=O)N1N=C(c2ccc(Br)cc2)OC1(C)CC(=O)Nc1ccccc1 (stereo unspecified)
[45] COC(=O)c1[nH]c2ccc(C)cc2c1NC(=O)c1ccccc1[N+](=O)[O-]
[46] CC(=O)NC1C(=O)N=C(SCc2ccccc2)NC1=O (stereo unspecified)
[47] CC(C)c1ccc(/C=N/Nc2cc(N3CCOCC3)nc(N3CCOCC3)n2)cc1
[48] Cc1cc(Br)cc2c1NC(=O)C2(c1c(C)n(C)n(-c2ccccc2)c1=O)c1c(C)n(C)n(-c2ccccc2)c1=O
entry no.,41,42,43,44,45,46,47,48
IMPase Li cell,3%[38.3 µM],5%[38.3 µM],1%,-3%,2%,15%[38.3 µM],16%,3%
CBFb RUNX1 block,1%,-21%,1%,-2%,-3%,2%,-9%,7%
NPSR antag,-5%[46.1 µM],-17%[46.1 µM],-26%[46.1 µM],1%,5%,-1%[46.1 µM],-11%,-22%[46.1 µM]
HTT aggregate,-4%,18%,?,8%,-3%,13%,-15%,0%
Epigenetic reg,-0.2%,1.3%,0.0%,0.0%,0.0%,-1.1%,-0.9%,-1.2%
KinaseGlo FLuc,2%,2%,1%,1%,-1%,-5%,4%,0%
L3MBTL1 block,·,-22%,-7%,22%,-2%,·,-6%,-2%

[49] Cc1nc2ccc(S(=O)(=O)NCC(=O)N3CCC(C)CC3)cc2s1
[50] O=C(Nc1nnc(-c2ccccc2SCc2ccccc2)s1)Nc1ccccc1F
[51] O=C(c1ccc(O)cc1)c1ccc(C(=O)c2ccc(O)cc2)cc1
[52] CC(NC(=O)c1cccnc1)C(c1cccs1)N1CCN(C)CC1 (stereo unspecified)
[53] CNc1nc2cccnc2s1
[54] N#C/C(=C(/O)COC(=O)Cc1c[nH]c2ccccc12)c1nc2ccccc2[nH]1
entry no.,49,50,51,52,53,54
IMPase Li cell,-6%[38.3 µM],-2%[38.3 µM],5%[38.3 µM],3%[38.3 µM],·,-8%[38.3 µM]
CBFb RUNX1 block,0%,2%,4%&-4%,-2%,0%,-21%
NPSR antag,-6%[46.1 µM],-20%[46.1 µM],10%,4%[46.1 µM],10%,-14%[46.1 µM]
HTT aggregate,-6%,3%,?,2%,11%[9.22 µM],0%
Epigenetic reg,-1.1%,-0.3%,1.1%&5.0%,-1.4%,0.0%,0.0%
KinaseGlo FLuc,-3%,-6%,-3%,-2%,·,-3%
L3MBTL1 block,1%,-5%,5%,·,-1%,-7%

Assay outcomes: PubChem, National Center for Advancing Translational Sciences (NCATS)
